Assay outcomes from PubChem BioAssay.
mut p53 react: mutant p53 pathway re-activators, primary screen, cell-based, SW480, luciferase, single point, HTS; SW480 PUMA-promoter luciferase, p53 mutant reactivation; 28,000 tested, 1.5% active; activation, % at 9.98 µM; AID 624151, 2012; in the data active = activation above about 52%
STK33 kin inh: STK33 kinase inhibitors, primary screen, biochemical, luminescence, ADP-Glo, MBP substrate. inhibition, % at 12.5 µM. 27,000 tested, 0.44% active; in the data active = inhibition above about 20%
Target sequence (Q9BYT3 whole entry, looked up): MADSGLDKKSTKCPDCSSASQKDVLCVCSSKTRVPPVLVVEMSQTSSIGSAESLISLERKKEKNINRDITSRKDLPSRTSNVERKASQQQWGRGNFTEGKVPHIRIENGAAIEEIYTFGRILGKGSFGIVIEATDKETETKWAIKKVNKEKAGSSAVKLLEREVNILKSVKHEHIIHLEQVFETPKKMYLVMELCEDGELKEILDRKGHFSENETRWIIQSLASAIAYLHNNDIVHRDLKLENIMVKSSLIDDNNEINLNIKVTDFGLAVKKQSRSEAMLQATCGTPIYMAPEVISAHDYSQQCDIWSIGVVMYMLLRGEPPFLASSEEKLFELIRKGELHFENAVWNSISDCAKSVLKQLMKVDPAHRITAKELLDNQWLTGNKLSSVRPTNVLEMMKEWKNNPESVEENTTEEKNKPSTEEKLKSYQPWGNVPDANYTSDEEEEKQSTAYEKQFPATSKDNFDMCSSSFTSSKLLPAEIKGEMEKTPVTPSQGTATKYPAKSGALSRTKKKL
* hit, by the source's call; / = not tested or not shown. This is a subset; rates above refer to the full screens.

cpd	SMILES	mut p53 react	STK33 kin inh
1	CCn1c(SCC(=O)N2CCc3ccccc32)nnc1-c1ccccc1O	8.3	-1.1
2	CC(=O)Nc1ccc(NC(=O)CS(=O)(=O)Cc2ccccc2)cc1	11.0	4.1
3	COC(=O)c1ccc(C2C(C(=O)Nc3cc(OC)c(Cl)cc3OC)=C(C)Nc3ncnn32)cc1 (configuration not stated)	-6.6	-1.0
4	C[C@@H]1CN([C@H](C)CO)C(=O)CCCn2cc(nn2)CO[C@H]1CN(C)S(C)(=O)=O	/	0.4
5	C[C@@H]1CCCCO[C@@H](CN(C)S(=O)(=O)c2ccc(Cl)cc2)[C@@H](C)CN([C@H](C)CO)C(=O)c2cc(NS(=O)(=O)c3cn(C)cn3)ccc2O1	/	-1.3
6	COc1cc(C2OC[C@@H]3[C@@H](c4cc(OC)c(O)c(OC)c4)OC[C@H]23)cc(OC)c1O (some centres not stated)	18.8	8.3
7	CC(C)NC(=O)N(C)C[C@@H]1OCCCC[C@H](C)Oc2ccc(NC(=O)CCC(F)(F)F)cc2C(=O)N([C@H](C)CO)C[C@H]1C	3.1	/
8	CCCNC(=O)N(C)C[C@@H]1Oc2cc(-c3ccccc3F)ccc2S(=O)(=O)N([C@@H](C)CO)C[C@H]1C	-10.3	/
9	O=C(CSc1nc(-c2ccc(Cl)cc2)cc(C(F)(F)F)n1)c1ccccc1	0.4	4.6
10	COc1ccc(CN(C)C[C@H]2Oc3ccc(NC(=O)Nc4ccc5c(c4)OCO5)cc3CC(=O)N([C@H](C)CO)C[C@H]2C)cc1	-7.0	2.3
11	C=CCn1c(SCC(N)=O)nnc1-c1ccco1	-2.6	0.7
12	CNC[C@@H]1Oc2ccc(NS(=O)(=O)c3ccccc3)cc2C(=O)N([C@@H](C)CO)C[C@@H]1C	3.6	2.4
13	C[C@@H]1CN([C@H](C)CO)C(=O)Cc2cc(NC(=O)Cc3ccccc3)ccc2O[C@@H]1CN(C)C(=O)Nc1ccc(F)cc1	6.7	2.4
14	C[C@@H]1CN([C@@H](C)CO)S(=O)(=O)c2ccc(C3=CCCCC3)cc2O[C@@H]1CN(C)Cc1cccnc1	-15.2	/
15	COC(=O)c1c(NC(=O)c2ccc(N(C)S(=O)(=O)c3ccc(C)cc3)cc2)sc2c1CCCC2	-0.1	-2.9

New compounds follow
cpd	SMILES	mut p53 react	STK33 kin inh
16	Cc1c(Br)c([N+](=O)[O-])nn1C(C)C(=O)N1CCOCC1 (configuration not stated)	-5.1	-0.8
17	Cc1noc(C)c1S(=O)(=O)N(C)C[C@@H]1Oc2ccc(NC(=O)Cc3cn(C)c4ccccc34)cc2CC(=O)N([C@@H](C)CO)C[C@H]1C	-11.4	/
18	C[C@@H]1CN([C@@H](C)CO)C(=O)c2cc(NS(=O)(=O)c3cccs3)ccc2O[C@H]1CN(C)S(=O)(=O)c1ccccc1	/	-0.5
19	O=C1c2ccc(O)cc2C(=O)c2ccc(O)cc21	36.6	33.8*
20	O=C1c2ccccc2C(=O)N1CCc1nc(-c2ccccn2)no1	18.4	1.4
21	C[C@H](CO)N1C[C@H](C)[C@H](CN(C)S(=O)(=O)c2ccc(F)cc2)Oc2ncc(C#CC(C)(C)O)cc2C1=O	1.9	-9.7
22	CCC1(O)CC2CN(CCc3c([nH]c4ccccc34)C(C(=O)OC)(c3cc4c(cc3OC)N(C)C3C(O)(C(=O)OC)C(C(=O)OC)C5(CC)C=CCN6CCC43C65)C2)C1 (configuration not stated)	-76.2	/
23	O=C(NCc1ccccn1)c1nn2c(C(F)(F)F)cc(-c3ccccc3)nc2c1Cl	2.4	-0.2
24	Cc1noc(C)c1S(=O)(=O)Nc1ccc2c(c1)C(=O)N([C@H](C)CO)C[C@@H](C)[C@@H](CN(C)C(=O)Nc1ccc(F)cc1)O2	4.1	/
25	C[C@H]1CN([C@@H](C)CO)C(=O)CCCn2nncc2CO[C@H]1CN(C)Cc1cccc2c1OCCCO2	/	-0.3
26	COc1ccc(NC(=O)N(C)C[C@H]2Oc3ccc(NC(=O)Nc4cccc5ccccc45)cc3CC(=O)N([C@H](C)CO)C[C@H]2C)cc1	/	1.2
27	CS(=O)(=O)NCCCNc1ccc(C(F)(F)F)cc1[N+](=O)[O-]	24.2	-0.8
28	O=C(CSc1nc2ncccc2[nH]1)NCc1ccccc1	-4.0	0.0
29	N#Cc1c(NC(=O)Cn2cnc3ccccc3c2=O)oc(-c2ccccc2)c1-c1ccccc1	9.2	-5.3
30	C[C@H]1CN([C@@H](C)CO)C(=O)Cc2cc(NC(=O)Nc3ccccc3)ccc2O[C@@H]1CN(C)Cc1ccc(Cl)c(Cl)c1	/	4.0

Continuation.
cpd	SMILES	mut p53 react	STK33 kin inh
31	C[C@H](CO)N1C[C@H](C)[C@H](CN(C)Cc2ccc3c(c2)OCO3)Oc2c(NS(=O)(=O)c3ccccc3)cccc2C1=O	7.6	/
32	C[C@@H]1CN([C@@H](C)CO)C(=O)Cc2cc(NC(=O)Cc3ccccc3)ccc2O[C@@H]1CN(C)S(=O)(=O)c1ccc(Cl)cc1	/	-1.3
33	C[C@@H]1CN([C@H](C)CO)C(=O)Cc2cc(NC(=O)CCN3CCOCC3)ccc2O[C@@H]1CN(C)C(=O)Nc1ccccc1	-2.7	-2.9
34	c1ccc(-c2csc3ncnc(NCC4CCCO4)c23)cc1 (configuration not stated)	-10.2	1.7
35	O=C(OCc1ccccc1)Oc1cncc(C(=O)O)c1	-4.2	/
36	CSc1nsc(SCCN2C(=O)c3ccccc3C2=O)n1	-2.4	1.3
37	CN(C)c1nc(Oc2ccc(OCCOc3ccccc3)nn2)nc(N(C)C)n1	-6.8	0.0
38	CNC[C@H]1Oc2ccc(NC(=O)Nc3ccc(OC)cc3)cc2CC(=O)N([C@H](C)CO)C[C@H]1C	/	-0.1
39	C=CCOC(Cn1ccnc1)c1ccc(Cl)cc1Cl (configuration not stated)	10.9	-7.1
40	Cc1cc2oc(=O)cc(CN(C)Cc3ccccc3)c2cc1C(C)C	-25.4	/
41	COc1ccc(NC(=O)N(C)C[C@@H]2Oc3ccc(NC(=O)C4CCCCC4)cc3C(=O)N([C@@H](C)CO)C[C@@H]2C)cc1	/	-0.1
42	C[C@@H]1CN([C@H](C)CO)C(=O)c2cc(NS(C)(=O)=O)ccc2O[C@@H](C)CCCCO[C@H]1CN(C)Cc1ccncc1	5.2	/
43	CC(=O)OC/C=C(\CO)CC/C=C(\C)CC/C=C(\CC/C=C(\C)COC(C)=O)C(=O)O	/	-6.2
44	C[C@@H]1CN([C@H](C)CO)C(=O)c2cc(NC(=O)Cc3cn(C)c4ccccc34)ccc2O[C@H]1CN(C)C(=O)Nc1cccc2ccccc12	/	-0.4
45	Cc1cccc(NC(=O)CSc2nnc(-c3ccc(Br)cc3)o2)c1C	-0.5	1.6

Compound profiles (already shown):
Profile of `C[C@@H]1CN([C@H](C)CO)C(=O)Cc2cc(NC(=O)CCN3CCOCC3)ccc2O[C@@H]1CN(C)C(=O)Nc1ccccc1` → mut p53 react = -2.7; STK33 kin inh = -2.9
Profile of `Cc1cccc(NC(=O)CSc2nnc(-c3ccc(Br)cc3)o2)c1C` → mut p53 react = -0.5; STK33 kin inh = 1.6
Profile of `CC(=O)OC/C=C(\CO)CC/C=C(\C)CC/C=C(\CC/C=C(\C)COC(C)=O)C(=O)O` → mut p53 react = /; STK33 kin inh = -6.2

(continued)
cpd	SMILES	mut p53 react	STK33 kin inh
46	O=C(COc1ccc(Br)cc1)Nc1ccc2oc(-c3ccc(F)cc3)nc2c1	69.3*	1.7
47	COc1ccc(NC(=O)N(C)C[C@H]2OCCCC[C@@H](C)Oc3ccc(NS(=O)(=O)c4ccc(F)cc4)cc3C(=O)N([C@H](C)CO)C[C@@H]2C)cc1	/	2.0
48	N#Cc1c(C(F)(F)F)cc(-c2ccco2)nc1SCC(=O)Nc1cccc(C(F)(F)F)c1	4.5	-1.6
49	Cc1noc(C)c1S(=O)(=O)N(C)C[C@@H]1Oc2ccc(NC(=O)Cc3cn(C)c4ccccc34)cc2CC(=O)N([C@H](C)CO)C[C@@H]1C	9.7	1.8
50	C[C@H]1CN([C@@H](C)CO)C(=O)c2cccc(NC(=O)c3cnccn3)c2O[C@H]1CN(C)S(=O)(=O)c1cn(C)cn1	1.1	/
51	C[C@H](CO)N1C[C@H](C)[C@@H](CN(C)C)OCCCC[C@H](C)Oc2ccc(NS(C)(=O)=O)cc2C1=O	5.6	/
52	COCC#Cc1cnc2c(c1)C(=O)N([C@@H](C)CO)C[C@@H](C)[C@H](CN(C)Cc1ccc(F)cc1)O2	14.4	/
53	Cc1ccc(NC(=O)CN(c2ccc(C)c(Cl)c2)S(C)(=O)=O)c(C)c1	-15.2	-1.1
54	C[C@@H]1CN([C@H](C)CO)C(=O)c2cc(C#Cc3ccccc3F)cnc2O[C@@H]1CN(C)C(=O)Cc1ccncc1	-8.9	/
55	O=C(C[C@H]1C[C@@H]2c3cc(NC(=O)C4CCOCC4)ccc3O[C@@H]2[C@@H](CO)O1)NCc1ccc(Oc2ccccc2)cc1	-9.2	/
56	CNC[C@@H]1Oc2ccc(NS(=O)(=O)c3ccc(F)cc3)cc2CC(=O)N([C@H](C)CO)C[C@@H]1C	/	0.3
57	Cc1nc2ccccc2nc1OCC(=O)c1ccc(Cl)cc1	3.7	-1.0
58	C[C@@H]1CCCCO[C@@H](CN(C)C(=O)C2CCCCC2)[C@@H](C)CN([C@@H](C)CO)C(=O)c2cc(NS(=O)(=O)c3cccs3)ccc2O1	-5.0	/
59	CNC[C@H]1Oc2c(NC(=O)c3nc4ccccc4s3)cccc2C(=O)N([C@H](C)CO)C[C@H]1C	9.8	/
60	CNC[C@H]1OCCCC[C@H](C)Oc2ccc(NS(=O)(=O)c3c(C)noc3C)cc2C(=O)N([C@@H](C)CO)C[C@H]1C	-11.6	/

Continued.
cpd	SMILES	mut p53 react	STK33 kin inh
61	COc1ccc(OC)c(NC(=O)c2ccccc2NS(=O)(=O)c2cccc3cccnc23)c1	-2.7	3.5
62	C[C@@H]1CCCCO[C@H](CN(C)C)[C@@H](C)CN([C@H](C)CO)C(=O)c2cc(NC(=O)c3ccncc3)ccc2O1	7.8	-0.8
63	C[C@H](CO)N1C[C@H](C)[C@H](CN(C)S(=O)(=O)c2cccs2)Oc2ccc(NC(=O)Cn3cnnn3)cc2CC1=O	/	-0.7
64	C[C@@H]1CCCCO[C@H](CN(C)C(=O)Nc2cccc3ccccc23)[C@@H](C)CN([C@H](C)CO)C(=O)c2cc(NC(=O)CCC(F)(F)F)ccc2O1	/	7.1
65	C[C@@H]1CN([C@@H](C)CO)C(=O)Cc2cc(NS(C)(=O)=O)ccc2O[C@@H]1CN(C)CC1CC1	-3.1	-1.3
66	O=C(COc1ccc2ccccc2c1Br)Nc1cccnc1	79.9*	0.8
67	Cc1noc(C)c1NC(=O)N(C)C[C@@H]1Oc2ccc(NS(=O)(=O)c3c(C)noc3C)cc2CC(=O)N([C@H](C)CO)C[C@H]1C	/	1.4
68	C[C@@H]1CN([C@@H](C)CO)C(=O)c2cc(NS(=O)(=O)c3ccccc3)ccc2O[C@@H](C)CCCCO[C@H]1CN(C)C(=O)c1ccncc1	8.2	/
69	CC(C)CC#Cc1cnc2c(c1)C(=O)N([C@H](C)CO)C[C@H](C)[C@@H](CN(C)C(=O)c1ccc3c(c1)OCO3)O2	2.6	/
70	C[C@@H]1CCCCO[C@H](CN(C)C(=O)c2ccncc2)[C@@H](C)CN([C@H](C)CO)C(=O)c2cc(NS(=O)(=O)c3ccc(F)cc3)ccc2O1	/	-3.7
71	Cc1ccc(-n2nc3cc(C)c(NC(=O)COc4cccc(C)c4)cc3n2)cc1	28.6	-1.6
72	Cc1ccc(S(=O)(=O)Nc2ccc3c(c2)CC(=O)N([C@H](C)CO)C[C@@H](C)[C@@H](CN(C)S(=O)(=O)c2ccc(F)cc2)O3)cc1	/	0.9
73	C[C@@H]1CN([C@@H](C)CO)C(=O)c2cccc(NS(=O)(=O)c3cccs3)c2O[C@H]1CN(C)C(=O)Nc1cccc2ccccc12	-9.9	/
74	Cc1nn(C(=O)c2ccc(Cl)cc2)c(C)c1Sc1nnc(C(F)(F)F)n1C	-19.1	/
75	C[C@@H]1CCCCO[C@@H](CN(C)Cc2ccc(Cl)c(Cl)c2)[C@@H](C)CN([C@H](C)CO)C(=O)c2cc(NC(=O)Nc3ccc(C(F)(F)F)cc3)ccc2O1	/	0.2

Later entries
cpd	SMILES	mut p53 react	STK33 kin inh
76	Cc1cc2c(cc1C)C(=O)C(c1ccccc1)=C(NCc1ccccc1)C2=O	4.3	/
77	COCCNC(=O)c1c(NC(=O)c2nc(SC)ncc2Cl)sc2c1CCCC2	7.0	-1.7
78	CNC[C@H]1Oc2ccc(NC(=O)CCN3CCOCC3)cc2C(=O)N([C@@H](C)CO)C[C@H]1C	/	0.3
79	Cc1cc(=O)n2c3ccccc3n(CC(O)CN3CCN(CCO)CC3)c2c1C#N (configuration not stated)	21.1	-1.2
80	N#Cc1ccc(/C=C/C(=O)NCc2ccccc2)cc1	-6.6	/
81	C[C@@H]1CN([C@H](C)CO)C(=O)CCCn2cc(nn2)CO[C@H]1CN(C)S(=O)(=O)c1ccccc1C#N	/	-2.9
82	CCc1nc(SCC(=O)Nc2ccnc3ccccc23)n[nH]1	-3.9	3.5
83	C[C@@H]1CN([C@@H](C)CO)C(=O)c2cccc(NC(=O)Nc3ccc(C(F)(F)F)cc3)c2O[C@H]1CN(C)S(=O)(=O)c1cccs1	-10.0	/
84	C[C@@H]1CN([C@@H](C)CO)C(=O)Cc2cc(NC(=O)c3ccncc3)ccc2O[C@@H]1CN(C)C(=O)Nc1ccc(F)cc1	3.9	15.3
85	COc1ccccc1NC(=O)Cn1cnc2sc3c(c2c1=O)CCC(C)C3 (configuration not stated)	-2.4	-1.8
